Screens: PubChem, several laboratories
P. falciparum M17LAP – P. falciparum M17LAP inhibitors, primary screen, biochemical, fluorogenic H-Leu-NHMec substrate, 1536-well (AID 1619). hit rate 0.38% among 220,000. recombinant M17LAP, H-Leu-NHMec fluorogenic kinetic assay; higher % means a stronger effect. inhibition, % at 30 µM, or IC50 in µM where a hit was titrated;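 active = compound inhibiting the enzyme by more than half at any dose during confirmatory dose-response retesting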;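 note: plate controls were full reaction with DMSO carrier for no effect and no enzyme background for full effect; strong numbers were not always called active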
MT stabilize HCS – microtubule stabilization, imaging screen. hit rate 0.83% among 200,000. HeLa tubulin immunostaining HCS, 24 h; share of cells brighter than vehicle mean+2SD. % tubulin-high responders, % at 10 µM;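 active = plate Z-score above 3 for both tubulin-high and condensed-nucleus cell shares, with cell loss under 80%, at 10 µM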;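 note: anti alpha tubulin signal scored within the nucleus-defined area of each cell; some results filed as inactive read as strong as hits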
NOD1 inhibition – inhibition of NOD1-driven NF-kB reporter – cell-based, luminescence, uHTS, primary screen (AID 1578) | hit rate 1% among 290,000 | NOD1-driven NF-kB luciferase reporter cells, luminescence; higher % means a stronger effect | one-dose inhibition, % at 4 µM; EC50 in µM for titrated hits; in the data active = inhibition mostly above about 36%, no sharp cut-off; inactive = mostly below about 34%;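 note: HEK-293T reporter cells stimulated with the NOD1 agonist gamma-tri-DAP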
Autophagy mod – alters autophagy in cells | AID 463193 | hit rate 0.98% among 190,000 | calls only at 10 µM (by protocol) | MEF GFP-LC3 puncta imaging; test concentration mostly 10 µM;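 active = percentage of spot-positive cells more than 3 SD above its plate mean, without a fluorescence outlier flag or 80% toxicity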;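 note: spot-positive cell cutoff set from DMSO-treated cells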
Yfh1-off respiration – mitochondrial function rescue without frataxin homolog – Friedreich's ataxia, plus single-dose screen, dose response (AID 1465). S. cerevisiae Yfh1-off respiration, WST-1 reduction, 72 h; higher fold induction means a stronger effect. one-dose fold induction at 50 µM; EC50 in µM for titrated hits. hit rate 0.074% among 220,000;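 active = fold induction of absorbance versus untreated yeast above a set limit, then at least 30% activation at any dose in follow-up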;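 note: activators that raise dye reduction in frataxin-depleted yeast; strong numbers were not always called active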
Dynein transport – blocks dynein driven cargo transport along microtubules | 3617.4 mouse cells, GR-EGFP nuclear translocation imaging; test concentration mostly 20 µM; stimulated with dexamethasone, 1 µM; stronger effect = lower value | z-score, hits read low | hit rate 0.47% among 220,000;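 active = plate z-score of nuclear minus cytoplasmic receptor signal below a set negative limit, without overly bright fluorescence or cell loss, cut at about -3.5 in these data, passing the limit was not always enough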;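 note: z-score of nuclear minus cytoplasmic ring GR-EGFP intensity difference per well; some compounds called inactive have numbers as strong as hits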
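medium = tetracycline-free induction medium containing charcoal-stripped FBS | also added = 1.0 µM final dexamethasone stimulus | schedule = 48 h induction, 1 h compound, 30 min dex at 37 °C | technique = fixed, Hoechst-stained cells imaged at 10x for EGFP | measure = GR-EGFP nuclear translocation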
Insulin prom up – MIN6 insulin promoter up-regulation; hit rate 0.3% among 190,000; MIN6 insulin promoter-GFP reporter, high-content imaging; stronger effect = higher value; z-score at 5 µM;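 active = z-score above 3 at 5 µM with at least 500 cells counted in the well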
HEK293 NOD2/NF-kB – inhibition of NOD2-driven NF-kB reporter – cell-based, luminescence, uHTS, HEK293 (AID 1566). HEK293 NOD2/NF-kB luciferase reporter, luminescence; higher % means a stronger effect. inhibition, % at 4 µM, or EC50 in µM where a hit was titrated. hit rate 0.63% among 290,000; in the data active = inhibition above about 50%; note: many of its hits are not listed in these tables
bCat nuc transl – modulators of beta-catenin nuclear translocation; HeLa beta-catenin nuclear translocation, immunofluorescence imaging; nuclear translocation activity, % at 5 µM; hit rate 0.3% among 190,000; AID 1665;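 active = nuclear translocation activity above 50% at 5 µM, with a well cell count of 50 or more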;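 note: per-cell ratio of nuclear to cytoplasmic median beta-catenin stain intensity; plate controls were DMSO negative control for no effect and GSK-3 inhibitor IX positive control for full effect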
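Technique: fluorescence imaging of beta-catenin antibody stain plus DAPI / Material: human HeLa cell line / Incubation: compound treatment 24 h, 37°C, 5% CO2 / Read-out basis: % activation of per-cell nuclear versus cytoplasmic median beta-catenin signal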
Dynein transport cytoplasmic EGFP – also measured in Dynein transport; calls as there; z-score; measured here: cytoplasmic GR-EGFP intensity; stronger effect = higher value
Dynein transport nuclear GR-EGFP – further read-out of Dynein transport, marked with its call; z-score; measured here: nuclear GR-EGFP intensity;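 lower value marks the stronger effect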
Dynein transport cell count – recorded beside Dynein transport, whose call it bears; z-score; measured here: cell count per field
Insulin prom up cell count – further read-out of Insulin prom up, marked with its call; cell count; measured here: cytotoxicity, nuclei count;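 total cells summed across four imaged fields per well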
bCat nuc transl cell count 5 µM – further read-out of bCat nuc transl, marked with its call; cell count; measured here: cell count, cytotoxicity flag
MT stabilize HCS Hoechst-high % – also measured in MT stabilize HCS; calls as there; % Hoechst-high responders; measured here: nuclear condensation Hoechst responders;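 share of cells brighter than vehicle mean plus two SD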
MT stabilize HCS cytotoxicity % – also measured in MT stabilize HCS; calls as there; toxicity, %; measured here: cytotoxicity by cell density;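 0% = mean cell density of plate MIN control wells and 100% = no cells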
Autophagy mod cell loss 18 h – further read-out of Autophagy mod, marked with its call; toxicity, %; measured here: cell loss, nuclei count;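 cell loss after 18 h compound exposure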
* = called active by the depositor; i = inactive; . = not tested or not shown. This is a subset. The share of hits here may be higher or lower than overall.

SMILES	P. falciparum M17LAP	MT stabilize HCS	MT stabilize HCS Hoechst-high %	MT stabilize HCS cytotoxicity %	NOD1 inhibition	Autophagy mod	Autophagy mod cell loss 18 h	Yfh1-off respiration	Dynein transport	Dynein transport cytoplasmic EGFP	Dynein transport nuclear GR-EGFP	Dynein transport cell count	Insulin prom up	Insulin prom up cell count	HEK293 NOD2/NF-kB	bCat nuc transl	bCat nuc transl cell count 5 µM
Clc1ccc(-n2cnnn2)cc1	8%	5.2	5.4	12	-15%	i	-6	i	2.8	-0.32	1.1	-0.89	0.07	1889	6%	-2.4	1062
COc1ccc(C2=Nc3nc(-c4ccccc4)cn3C(c3ccc(OC)cc3)C2)cc1 (stereo not given)	-4%	2.2	2.7	8.2	-23%	i	22	i	-0.6	-0.11	-0.28	-0.064	0.07	1280	-12%	-0.3	1177
COC(=O)C1=C(N)Oc2cc(C)[nH]c(=O)c2C1c1cccnc1 (stereo not given)	0%	1.6	2.1	6.1	62%	i	4	i	-0.6	0.015	-0.47	1.1	-0.16	1354	24%	4.0	1350
CN(Cc1ccccc1)C(=O)COC(=O)C1CCN(S(=O)(=O)c2cccs2)CC1	6%	2.7	1.6	3.6	-4%	i	7	i	0.74	-0.3	0.039	-1.1	-0.11	1320	17%	-1.5	999
C=CCn1c(SCc2cc(=O)n3cc(C)ccc3n2)nnc1-c1ccc(F)cc1	9%	3.8	2.1	0.7	-11%	i	-12	i	2	-0.27	1.1	-1.2	.	.	14%	-0.2	898
CC(C)(C)n1nnnc1C(c1cccc(C#N)c1)N1CCCCCC1 (stereo not given)	-21%	3.4	1.6	1.8	-1%	i	-3	i	0.32	0.52	0.67	-1.6	-0.01	1436	6%	-1.1	1370
Nc1nc2nc(-c3ccc(Cl)cc3)cc(C(F)(F)F)n2n1	-180%	2.3	1.9	6.5	-10%	i	5	i	-0.52	0.013	-0.028	1.5	0.18	935	-7%	.	.
CCCCn1c(SCC(=O)N2CCCC2)nc2cc(S(N)(=O)=O)ccc21	2%	2.2	1.5	6.2	-17%	i	-3	i	-1.1	-0.16	-0.83	-0.048	0.2	1632	19%	-0.7	1055
COc1ccccc1CNC(=O)C(CCSC)NS(=O)(=O)c1ccc2c(c1)oc(=O)n2C (stereo not given)	-4%	3.4	3.1	9.2	-33%	i	-43	i	-0.62	-0.12	-0.099	0.49	-0.01	1451	4%	1.5	1402
COc1ccc(C(=O)Oc2cccc(Nc3ncnc4ccccc34)c2)cc1OC	8%	3.2	1.0	7.6	30%	i	-1	i	0.76	-0.12	0.46	0.59	0.45	1167	-155%	-0.5	997
Cc1ccc(C(=O)OC/C(O)=C(\C#N)c2nc3ccccc3[nH]2)cc1S(=O)(=O)N1CCOCC1	-7%	5.4	3.6	5.8	20%	i	8	i	-0.68	-0.26	-0.55	0.38	0.43	1458	24%	-0.3	1056
C#Cc1ccc([C@@H]2C=C(C(=O)O)O[C@H](OCCCCO)C2)cc1	15%	2.0	1.9	11	-41%	i	-71	i	0.2	-0.25	0.38	-0.21	-1.1	1432	1%	-2.0	1144
c1ccc(COc2cccc(CNCc3ccccn3)c2)cc1	-5%	2.0	2.9	4.3	-3%	i	-3	i	1.2	-0.19	0.84	-0.12	-0.73	1475	-16%	8.2	830
COCCNC(=O)Cn1cc(C(=O)c2ccco2)c2ccccc21	24%	1.5	1.5	8.1	-29%	i	20	i	0.15	-0.31	0.18	-0.084	.	.	-2%	-0.1	1133
CCOc1ccc(N(CC(=O)O)S(=O)(=O)c2cccnc2)cc1	9%	3.4	1.9	6.1	0%	.	.	i	-0.24	-0.23	-0.11	-0.17	-2	962	11%	.	.
Cc1nnc(NC(=O)/C=C/c2ccco2)s1	9%	1.3	1.1	7.3	43%	i	2	i	0.17	-0.15	0.17	0.49	1.3	1256	-17%	0.0	482
O=C(CCCN1C(=O)S/C(=C\c2ccccc2)C1=O)NNC(=O)c1ccccc1O	4%	2.7	2.2	3.3	-17%	i	-2	i	-0.43	-0.23	-0.35	0.72	-0.61	1542	48%	1.1	978
O=C(CCCc1ccccc1)NC1CCSC1=O (stereo not given)	2%	2.6	2.3	9.3	10%	i	7	i	0.11	-0.38	0.21	0.87	-0.25	1250	-4%	-2.0	856
COCc1c(C(=O)OCc2c(C)noc2C)oc2ccccc12	5%	4.7	2.1	3.9	-18%	i	-4	i	0.24	-0.29	0.25	-0.13	-0.25	1286	6%	-0.4	1047
O=C(C1CCCN(Cc2cccc(F)c2)C1)N1CCCCC1 (stereo not given)	4%	1.6	2.2	8.5	-17%	i	-21	i	1.4	-0.21	1.2	-0.76	.	.	-15%	.	.
Cc1c(C(=O)NCCN2C(=O)S/C(=C\c3cccs3)C2=O)cccc1[N+](=O)[O-]	6%	2.1	3.1	7.1	-12%	i	-10	i	-0.49	-0.31	-0.47	0.59	-0.11	1529	2%	0.0	1122
CCC1(C)CC(c2csc(N)n2)CCO1 (stereo not given)	4%	2.3	1.1	4.5	-21%	i	-1	i	-0.26	-0.24	-0.18	-0.23	-0.91	1180	0%	2.1	1226
COc1ccc(OC)c(NC(=O)c2ccc(NS(=O)(=O)c3c(C)noc3C)cc2)c1	6%	1.1	2.5	12	-24%	i	22	i	1.5	-0.21	1.1	-1.1	0.99	1580	11%	-1.7	938
CCN(C(=O)CSc1nnc(-c2cccs2)n1CC)C1CCS(=O)(=O)C1 (stereo not given)	-3%	.	.	.	4%	.	.	i	-0.33	-0.27	0.66	0.066	-0.24	1103	21%	0.0	1309
O=c1cc(CSc2nnc3ccccn23)c2c(ccc3ccccc32)o1	-7%	3.2	2.0	5.1	-30%	i	6	i	-0.67	-0.29	-0.71	1.1	0.1	1241	6%	.	.
O=c1c2ccccc2c(C=Nc2ccc(S(=O)(=O)Nc3ncccn3)cc2)c(O)n1-c1cccc(Cl)c1	-1%	6.3	1.5	5.7	6%	i	15	i	0.94	-0.092	1	-0.36	-0.23	1597	16%	0.8	1523
CCCSc1nnc2nc(C)cc(C)n12	-5%	1.9	2.0	1.5	6%	i	10	i	0.95	0.0065	0.65	-1	-1.1	1025	24%	3.3	1162
CC1CCN(CCNC(=S)Nc2ccc(Cl)cc2)CC1	2%	4.4	0.7	6.2	-32%	i	7	i	-0.66	-0.31	-0.22	0.5	-0.21	1548	6%	-2.3	1017
CN(CC(=O)O)Cc1nc2ccccc2[nH]1	9%	2.2	1.7	5.0	-14%	i	-4	i	-0.41	-0.12	0.47	0.82	0.01	1004	15%	-5.1	1194
CCOC(=O)C1=C(C)NC(=O)NC1/C=C/c1ccccc1 (stereo not given)	0%	5.3	1.8	5.7	-5%	i	6	i	-0.63	-0.21	0.035	0.42	-0.03	1234	14%	0.3	1215
CN1C(=O)C2(Oc3ccccc3C3CC(c4ccccc4)=NN32)c2ccccc21 (stereo not given)	-4%	2.7	1.2	6.8	-80%	i	-29	i	-0.34	-0.21	0.27	1.7	-0.22	1575	-11%	-0.9	1401
Cc1c(C(=O)NCCSCc2c(F)cccc2Cl)cnn1-c1ccc(F)cc1	-5%	.	.	.	-1%	.	.	i	1.1	-0.24	0.39	0.066	-0.62	1354	16%	2.0	1271
N#CCc1c(C#N)c(N)nc(N2CCN(c3ccc(F)cc3)CC2)c1C#N	-3%	1.2	1.8	3.5	8%	i	4	i	0.34	-0.24	0.28	0.22	0.26	994	-6%	-3.4	1143
O=C(c1cc(-c2cccs2)on1)N1CCCc2ccccc21	-5%	2.1	1.1	5.3	-29%	i	10	i	-1.5	0.5	-0.26	0.97	-0.75	1914	-21%	-2.7	1054
O=C(CCC(=O)c1cccs1)NCc1ccncc1	7%	2.3	2.4	5.4	-19%	i	-6	i	-0.66	-0.14	-0.39	-0.79	0.36	1216	5%	-2.5	1104
Cc1ccc(-c2nnc(SCc3ccc(C#N)cc3)n2Cc2ccco2)cc1	2%	3.6	1.8	8.8	-12%	i	1	i	-0.62	-0.27	-0.12	0.2	-0.52	1372	-10%	0.1	1398
CCOC(=O)c1cc(CC)sc1NC(=O)Cc1ccccc1	-10%	1.2	1.2	11	-3%	i	-1	i	-0.39	-0.022	-0.037	0.059	-0.19	978	14%	.	.
CS(=O)(=O)N1CCN(C(=O)c2cc(-c3cccnc3)nc3ccc(Br)cc23)CC1	-5%	1.8	1.8	4.2	-27%	i	-31	i	-0.054	-0.27	0.11	0.35	-0.21	1566	-9%	-2.2	960
CC(=O)N(/N=C/c1cccc(C)c1)c1nc(-c2ccc(Br)cc2)cs1	4%	2.6	2.7	10	21%	i	13	i	0.092	-0.22	-0.6	-0.41	.	.	15%	.	.

3 compounds from above, arranged by SMILES length, low to high:
SMILES	P. falciparum M17LAP	MT stabilize HCS	MT stabilize HCS Hoechst-high %	MT stabilize HCS cytotoxicity %	NOD1 inhibition	Autophagy mod	Autophagy mod cell loss 18 h	Yfh1-off respiration	Dynein transport	Dynein transport cytoplasmic EGFP	Dynein transport nuclear GR-EGFP	Dynein transport cell count	Insulin prom up	Insulin prom up cell count	HEK293 NOD2/NF-kB	bCat nuc transl	bCat nuc transl cell count 5 µM
CCCSc1nnc2nc(C)cc(C)n12	-5%	1.9	2.0	1.5	6%	i	10	i	0.95	0.0065	0.65	-1	-1.1	1025	24%	3.3	1162
Cc1ccc(-c2nnc(SCc3ccc(C#N)cc3)n2Cc2ccco2)cc1	2%	3.6	1.8	8.8	-12%	i	1	i	-0.62	-0.27	-0.12	0.2	-0.52	1372	-10%	0.1	1398
CS(=O)(=O)N1CCN(C(=O)c2cc(-c3cccnc3)nc3ccc(Br)cc23)CC1	-5%	1.8	1.8	4.2	-27%	i	-31	i	-0.054	-0.27	0.11	0.35	-0.21	1566	-9%	-2.2	960
